CHRM5 PAM = potentiates acetylcholine response at human M5 receptor; CHO-K1 hM5, Fluo-8 calcium, ACh EC20 PAM; 0% = ACh EC20, 100% = ACh EC100; 360,000 compounds, 0.3% hits; activation, % at 3 µM; P08912;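 active = activation above the run cutoff, the mean activation of all test compounds plus 3 SD, cut at about 18% in these data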
Target sequence (P08912 whole entry, looked up): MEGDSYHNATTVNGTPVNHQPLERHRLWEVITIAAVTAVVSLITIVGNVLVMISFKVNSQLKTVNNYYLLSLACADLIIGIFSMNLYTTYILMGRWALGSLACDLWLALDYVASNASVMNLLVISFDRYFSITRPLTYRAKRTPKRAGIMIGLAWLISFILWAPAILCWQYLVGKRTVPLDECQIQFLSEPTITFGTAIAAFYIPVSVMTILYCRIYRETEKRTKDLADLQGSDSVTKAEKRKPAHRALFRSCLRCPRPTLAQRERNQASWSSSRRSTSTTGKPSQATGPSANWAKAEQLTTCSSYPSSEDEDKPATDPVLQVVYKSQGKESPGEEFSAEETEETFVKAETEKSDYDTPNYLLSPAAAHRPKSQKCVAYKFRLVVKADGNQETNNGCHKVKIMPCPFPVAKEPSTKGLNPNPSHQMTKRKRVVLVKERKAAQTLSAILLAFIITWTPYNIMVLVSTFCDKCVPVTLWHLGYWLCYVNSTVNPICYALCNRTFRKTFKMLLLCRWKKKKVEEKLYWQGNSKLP
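Measured by: Fluo-8 calcium fluorescence; material: human M5 receptor in CHO-K1 cells; schedule: Post-acetylcholine fluorescence recording 140 s; benchmarks: low control EC20 acetylcholine (0%), high control EC100 acetylcholine (100%); read-out: Max/basal fluorescence ratio as % of EC20–EC100 ACh window; compound: single dose, 3 µM nominal final test concentration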
CHRM4 PAM = positive allosteric modulators of human muscarinic M4 receptor; P08173; CHO-K1 hM4/Gqi5, Fluo-8 calcium fluorescence, ACh EC20; 0% = ACh EC20, 100% = maximal ACh; activation, % at 3 µM; 360,000 compounds, 0.4% hits;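 active = activation above its plate's cutoff, the mean activation of sample wells plus 3 SD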; also: some results filed as inactive read as strong as hits
Target sequence (P08173 whole entry, looked up): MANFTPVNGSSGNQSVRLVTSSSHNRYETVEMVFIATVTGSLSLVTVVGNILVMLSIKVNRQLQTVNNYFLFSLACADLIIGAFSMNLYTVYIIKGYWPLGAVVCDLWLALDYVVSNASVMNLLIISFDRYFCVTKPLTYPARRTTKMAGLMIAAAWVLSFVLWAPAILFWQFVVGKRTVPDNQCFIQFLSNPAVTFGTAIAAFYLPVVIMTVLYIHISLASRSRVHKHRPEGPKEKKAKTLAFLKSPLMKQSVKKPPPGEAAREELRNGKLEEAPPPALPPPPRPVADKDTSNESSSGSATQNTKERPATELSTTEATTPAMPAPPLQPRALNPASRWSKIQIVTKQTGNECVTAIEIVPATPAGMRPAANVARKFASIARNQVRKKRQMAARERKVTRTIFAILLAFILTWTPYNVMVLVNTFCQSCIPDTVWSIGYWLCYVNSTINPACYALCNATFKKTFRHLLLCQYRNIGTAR
CHRM5 agonist = agonists of human muscarinic M5 receptor (CHRM5); P08912; CHO-K1 hM5 cells, Fluo-8 calcium fluorescence; 0% DMSO wells, 100% maximal acetylcholine response; activation, % at 3 µM; 360,000 compounds, 0.19% hits; AID 624037;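 active = activation above the run's mean over test compounds plus 3 SD, cut at about 23% in these data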;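 also: signal is peak over basal fluorescence ratio across the kinetic read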
CHRM4 agonist = CHRM4 agonism in calcium assay. P08173. CHO-K1 hM4/Gqi5, Fluo-8 calcium fluorescence; vehicle 0%, full acetylcholine response 100%. activation, % at 3 µM. 360,000 compounds, 0.14% hits;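 active = activation above the run mean over all test wells plus 3 SD, cut at about 32% in these data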;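 also: peak over basal fluorescence ratio per well then scaled between controls; 0% = DMSO wells and 100% = acetylcholine at EC100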
CHO-K1 Ca PAM = nonselective activator or artifact in parental CHO-K1 calcium assay | ATP EC20, Fluo-8 calcium fluorescence; 0% at ATP EC20, 100% at ATP max | activation, % at 3 µM | 360,000 compounds, 0.02% hits | AID 602247;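 active = activation above the run cutoff, the mean activation of all test compounds plus 3 SD, cut at about 40% in these data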;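 also: peak over basal fluorescence ratio in a 140 s read after ATP addition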
CHO-K1 Ca antag = M1 antagonist counterscreen hit in parental CHO-K1 cells; ATP-induced calcium, Fluo-8 fluorescence; inhibition, % at 3 µM; 360,000 compounds, 0.6% hits; AID 602250;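 active = inhibition above a per-plate cutoff, the plate's mean sample inhibition plus 3 SD, cut at about 24% in these data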;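 also: 0% = DMSO plus EC80 ATP and 100% = DMSO alone without ATP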
M1 ag parental = counter-screen for M1 agonists: effect in parental CHO-K1 cells; 360,000 compounds, 0.48% hits; activation, % at 3 µM; Fluo-8 calcium fluorescence; scaled to maximal ATP response, vehicle zero; in the data active = activation above about 15%;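 also: untransfected CHO-K1 host cells lacking M1 receptor as counterscreen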
M5 antag = CHRM5 antagonism in calcium assay. inhibition, % at 3 µM. AID 624040. P08912. CHO-hM5 cells, Fluo-8 calcium fluorescence, ACh EC80. 360,000 compounds, 0.59% hits;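 active = inhibition above a per-plate cutoff, the mean of that plate's test compounds plus 3 SD, cut at about 27% in these data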;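 also: 0% = acetylcholine EC80 with DMSO and 100% = DMSO without agonist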
M4 antag = CHRM4 antagonism in calcium assay. inhibition, % at 3 µM. P08173. AID 624125. CHO-hM4 cells, ACh EC80, Fluo-8 calcium fluorescence. 360,000 compounds, 0.73% hits;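 active = inhibition above its plate's cutoff, the mean inhibition of sample wells plus 3 SD, cut at about 27% in these data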;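 also: 0% = acetylcholine EC80 with DMSO and 100% = DMSO without agonist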
* = called active by the depositor; · = not tested or not shown.

cpd	smiles	CHRM5 PAM	CHRM4 PAM	CHRM5 agonist	CHRM4 agonist	CHO-K1 Ca PAM
1	O=C(Cn1cnc2c(nnn2Cc2ccccc2)c1=O)c1ccccc1	-3.7	18.1*	1.7	5.2	16.0
2	COc1ccc(S(=O)(=O)Oc2ccccc2C(=S)N2CCOCC2)cc1	0.5	13.3	-4.4	3.4	9.8
3	COc1cc(=O)oc(-c2ccccc2)c1C(C)=O	-0.4	-2.7	-3.5	0.3	-14.5
4	COc1ccc(C(CC(=O)N2CCN(c3ccccc3)CC2)c2c(O)cc(OC)cc2OC)cc1 (stereo unspecified)	-4.0	6.3	-4.1	-0.2	7.2
5	Cc1cnc(NCCc2ccccc2)s1	0.1	-4.5	-6.9	0.3	-14.6
6	Cc1ccc(S(=O)(=O)c2nnn3c2nc(N2CCOCC2)c2ccccc23)cc1C	-0.9	-2.7	-8.1	1.0	-5.4
7	CC(C)CN(C(=O)COC(=O)c1cc2ccccc2cc1O)c1c(N)n(Cc2ccccc2)c(=O)[nH]c1=O	6.4	2.8	11.4	4.8	14.5
8	O=C(Nc1ccn([C@H]2CC[C@@H](CO)O2)c(=O)n1)c1ccccc1	11.1	17.5	8.2	0.4	-1.3
9	O=C1C(NS(=O)(=O)c2cccs2)=C(N2CCN(c3cccc(C(F)(F)F)c3)CC2)C(=O)c2ccccc21	-6.6	-2.3	-1.6	2.1	14.3
10	O=C(c1ccco1)N1CCN(C(=O)C(Cc2ccccc2)NS(=O)(=O)c2cccs2)CC1 (stereo unspecified)	6.4	2.9	-1.3	0.9	6.0

cpd	CHO-K1 Ca antag	M1 ag parental	M5 antag	M4 antag
1	-11.2	1.7	-0.1	-22.3
2	-0.1	0.3	-5.0	-7.4
3	-0.8	5.9	2.1	-6.0
4	-16.3	0.1	10.7	11.8
5	6.9	-0.7	-4.9	-9.5
6	-11.0	0.5	3.0	4.6
7	-10.3	3.8	16.0	6.9
8	6.6	0.1	-4.9	-2.7
9	-5.0	0.6	0.2	-7.5
10	17.5	-0.3	-10.3	-4.9

Continuation:
cpd	smiles	CHRM5 PAM	CHRM4 PAM	CHRM5 agonist	CHRM4 agonist	CHO-K1 Ca PAM
11	CC(C)(C)c1csc(NC(=O)Cc2cccs2)n1	0.8	2.3	0.0	-0.8	-1.6
12	Cc1ccc(NC(=O)C2CCC(=O)N2C(=O)OCc2ccccc2)cc1 (stereo unspecified)	2.4	4.4	-3.0	1.2	-11.9
13	CO[C@H]1CN(C)C(=O)c2cc(NC(=O)c3cc(C)on3)ccc2OC[C@@H](C)N(C(=O)C2CC2)C[C@H]1C	3.0	4.2	-1.3	1.3	·
14	COc1ccccc1N1CCN(C(=O)c2cc(N3C(=O)C4C5CCC(C5)C4C3=O)ccc2Cl)CC1 (stereo unspecified)	-8.4	2.0	3.9	10.6	9.0
15	Cc1cc(Cl)ccc1NC(=O)/N=C1/NC(=O)CS1	0.4	7.7	2.3	0.8	-3.5
16	COc1ccc(C(=O)NCCS(=O)(=O)NCc2ccccc2OC)cc1	3.7	-4.5	1.0	0.3	-4.0
17	CCNc1nc(Oc2ccc(Cl)cc2Cl)cc(C(F)(F)F)n1	-5.2	-4.1	0.4	-1.7	-7.3
18	O=C(Cc1ccccc1)NC1c2ccccc2-c2ccccc21	9.7	2.6	-2.5	0.2	22.3
19	CC(C)CCN1CCN(Cc2cccn2-c2nccs2)CC1CCO (stereo unspecified)	-2.3	2.2	-3.6	0.8	-2.2
20	CCOc1ccc(CCNC(=O)Cn2c(-c3nonc3N)nc3ccccc32)cc1OCC	8.7	15.0	-0.6	1.7	2.2

cpd	CHO-K1 Ca antag	M1 ag parental	M5 antag	M4 antag
11	-7.3	0.0	9.9	-4.0
12	-11.4	0.6	10.2	0.9
13	·	·	-0.2	-4.8
14	-3.7	7.5	7.4	-0.9
15	11.5	-0.3	2.4	-4.6
16	0.8	-0.4	-2.0	1.5
17	4.3	-0.1	1.1	5.5
18	-7.3	0.1	-1.4	7.1
19	-7.0	0.3	1.8	-8.7
20	-7.6	0.6	3.1	2.0

Continued:
cpd	smiles	CHRM5 PAM	CHRM4 PAM	CHRM5 agonist	CHRM4 agonist	CHO-K1 Ca PAM
21	O=C(NCCCCc1ccccc1)c1cccc(NC(=O)C2CCCCC2)c1	-11.0	-7.7	4.0	14.0	5.4
22	CC(=O)NCc1ccc(-c2csc(-c3cccs3)n2)cc1	-0.2	6.6	-5.7	8.2	-6.1
23	COc1ccc(NC(=O)CN(C)C(=O)c2sc3ccccc3c2Cl)cc1	3.3	13.4	-3.6	3.9	1.0
24	O=C(COn1nnc2ccc(S(=O)(=O)N3CCOCC3)cc21)NCc1cccc(Cl)c1	-0.1	0.6	-0.3	2.3	9.8
25	COc1cc(-c2cc(-c3nnco3)c3ccccc3n2)cc(OC)c1OC	2.3	0.9	2.0	3.8	-14.5
26	CCOc1ccc(S(=O)(=O)N2CCNC(=O)C2)cc1	5.5	7.0	6.8	0.6	1.2
27	NC(=O)COc1ccc2oc(=O)cc(-c3cc4ccccc4o3)c2c1	-11.3	-6.7	-2.6	13.2	-2.8
28	O=C(c1cc(COc2c(F)cccc2F)on1)N1CCC(c2ccccc2F)C1 (stereo unspecified)	3.5	3.0	-8.5	2.9	-0.5
29	Cc1ccc(C)c(OCCCC(=O)Nc2nccs2)c1	-2.1	-2.7	-4.7	1.2	10.0
30	CC(=O)c1sc(NC(=O)C2CCCN2S(=O)(=O)c2ccccc2F)nc1C (stereo unspecified)	-0.7	0.2	4.8	0.1	-12.1

cpd	CHO-K1 Ca antag	M1 ag parental	M5 antag	M4 antag
21	-7.3	4.9	4.8	-5.1
22	-18.4	1.9	-5.1	-28.6
23	8.1	0.9	-0.5	-8.0
24	10.1	9.6	-1.1	-14.8
25	-8.5	3.6	0.9	-9.8
26	-3.7	-0.1	-0.3	-9.2
27	-2.5	5.8	11.2	-1.6
28	4.1	0.2	-5.1	-22.3
29	-6.3	0.6	13.3	6.5
30	8.8	-0.3	2.8	-2.3

Other compounds follow.
cpd	smiles	CHRM5 PAM	CHRM4 PAM	CHRM5 agonist	CHRM4 agonist	CHO-K1 Ca PAM
31	O=S(=O)(Nc1cc(C(F)(F)F)ccc1N1CCOCC1)c1ccc2ccccc2c1	-4.4	5.0	-3.5	0.2	17.0
32	Cc1ccc(CNC(=O)C2CCCC2)cc1	3.1	1.2	-0.7	0.7	21.2
33	CCCCn1c(N2CCCC2)nc2c1c(=O)[nH]c(=O)n2C	0.5	-4.2	-2.5	-0.7	-22.8
34	O=C(Nc1ccccc1)c1ccc(Nc2c([N+](=O)[O-])cc([N+](=O)[O-])c3ccccc23)cc1	14.2	19.8	4.6	1.8	-0.9
35	COC(=O)c1c(C)oc(C)c(C(=O)OC)c1=O	0.3	-0.1	-0.1	0.1	16.6
36	CCOC(OCC)P(=O)(c1ccccc1)c1ccccc1	-5.2	8.1	-1.6	0.4	5.6
37	Brc1ccc2ncc(Br)cc2c1	-0.7	-3.3	-1.6	1.1	8.0
38	C=C(C)COc1ccc2c3c(c(=O)oc2c1OCC(=C)C)CCC3	1.3	8.2	0.3	1.0	0.0
39	Cc1nc2ccc(NC(=O)c3cccnc3)cc2s1	1.6	-5.6	7.4	8.7	24.1
40	S=C(NCCc1c[nH]c2ccccc12)NC1CCCCC1	-15.4	-14.4	-1.1	13.4	-17.5

cpd	CHO-K1 Ca antag	M1 ag parental	M5 antag	M4 antag
31	-6.0	0.5	-4.3	-22.0
32	-9.6	-0.8	-0.6	-4.5
33	-13.4	1.6	6.1	8.2
34	-2.5	-0.9	18.6	-12.6
35	-6.6	-0.3	-3.6	-4.0
36	-5.9	0.1	0.8	-15.1
37	3.6	3.9	1.9	2.5
38	-8.7	-0.1	-0.4	2.8
39	-20.3	2.2	5.9	-2.1
40	16.0	4.2	18.0	12.9

9 entries from above, with tabs:
nr	canonical_smiles	CHRM5 PAM	CHRM4 PAM	CHRM5 agonist	CHRM4 agonist	CHO-K1 Ca PAM	CHO-K1 Ca antag	M1 ag parental	M5 antag	M4 antag
1	O=C(Cn1cnc2c(nnn2Cc2ccccc2)c1=O)c1ccccc1	-3.7	18.1*	1.7	5.2	16.0	-11.2	1.7	-0.1	-22.3
2	COc1ccc(S(=O)(=O)Oc2ccccc2C(=S)N2CCOCC2)cc1	0.5	13.3	-4.4	3.4	9.8	-0.1	0.3	-5.0	-7.4
3	COc1cc(=O)oc(-c2ccccc2)c1C(C)=O	-0.4	-2.7	-3.5	0.3	-14.5	-0.8	5.9	2.1	-6.0
4	COc1ccc(C(CC(=O)N2CCN(c3ccccc3)CC2)c2c(O)cc(OC)cc2OC)cc1 (stereo unspecified)	-4.0	6.3	-4.1	-0.2	7.2	-16.3	0.1	10.7	11.8
5	Cc1cnc(NCCc2ccccc2)s1	0.1	-4.5	-6.9	0.3	-14.6	6.9	-0.7	-4.9	-9.5
6	Cc1ccc(S(=O)(=O)c2nnn3c2nc(N2CCOCC2)c2ccccc23)cc1C	-0.9	-2.7	-8.1	1.0	-5.4	-11.0	0.5	3.0	4.6
7	CC(C)CN(C(=O)COC(=O)c1cc2ccccc2cc1O)c1c(N)n(Cc2ccccc2)c(=O)[nH]c1=O	6.4	2.8	11.4	4.8	14.5	-10.3	3.8	16.0	6.9
8	O=C(Nc1ccn([C@H]2CC[C@@H](CO)O2)c(=O)n1)c1ccccc1	11.1	17.5	8.2	0.4	-1.3	6.6	0.1	-4.9	-2.7
9	O=C1C(NS(=O)(=O)c2cccs2)=C(N2CCN(c3cccc(C(F)(F)F)c3)CC2)C(=O)c2ccccc21	-6.6	-2.3	-1.6	2.1	14.3	-5.0	0.6	0.2	-7.5

New compounds follow
cpd	smiles	CHRM5 PAM	CHRM4 PAM	CHRM5 agonist	CHRM4 agonist	CHO-K1 Ca PAM
41	C[C@@H]1COC(=O)[C@H](CC(=O)OC(C)(C)C)C/C=C\C[C@@H](CC(=O)N[C@H](CO)Cc2ccccc2)C(=O)N1	9.2	4.3	1.6	1.3	-3.1
42	CCOC(=O)c1csc(NC(=O)c2ccc(S(=O)(=O)N(C)C)cc2)n1	-3.6	5.1	3.7	3.3	22.1
43	CCC(C)c1ccccc1OCCn1ccnc1 (stereo unspecified)	-18.4	-3.2	-6.5	1.4	-1.4
44	CC(C)CC(=O)Nc1cccc(-c2nc3ccccc3[nH]2)c1	-12.1	-8.8	7.8	5.9	3.9
45	S=C(Nc1ccc2c(c1)OCCO2)Nc1ccc2c(c1)OCO2	-1.0	0.7	-7.8	1.3	-6.0
46	COc1cc(O)c(C(CC(=O)N2CCCC2)c2cc(OC)c(OC)c(OC)c2)c(OC)c1 (stereo unspecified)	11.3	4.2	-1.9	1.1	1.4
47	COc1cccc(C(=O)NC2CCCc3c2cnn3-c2ccc(C)c(C)c2)c1OC (stereo unspecified)	-9.5	-8.6	-1.0	15.5	-12.0
48	COc1cc(OC)cc(-c2c(-c3cccs3)c3cc(-c4ccc5cc[nH]c5c4)ccc3n2C)c1	-3.7	2.4	1.1	14.2	7.0

cpd	CHO-K1 Ca antag	M1 ag parental	M5 antag	M4 antag
41	10.8	0.6	3.2	0.4
42	-7.0	5.5	11.4	-1.1
43	1.2	0.4	29.7*	0.6
44	-12.2	3.8	8.9	2.4
45	-10.2	0.0	4.5	1.3
46	-2.3	0.1	0.4	-3.2
47	38.4*	8.0	17.3	-3.4
48	-12.9	0.8	10.9	-0.3

Screening results deposited in PubChem by The Scripps Research Institute Molecular Screening Center.
